Bioassay records from PubChem.
Menin-MLL TR inh = menin-MLL binding inhibition, Texas Red mutant peptide; Potency, µM (highest dose often 61.6 µM), inactives show at the top dose FP activity change, negative = inhibition, hits mostly inhibitors; Menin + Texas Red MLL mutant peptide, fluorescence polarization; hit rate 0.23% among 270,000; active = well fitted inhibition curve with a large enough effect in the polarisation, with a control signal flat, not every such curve was filed as active; inconclusive = small, poorly fitted or top-dose-only effect, or effect the other way, or a change in a side signal; inactive = no such curve, though single readings can be large or run the other way; the % refers to the polarisation; also: potency is read from the fitted curve at half-maximal effect; % of control where 0% means no effect; many of its hits are not listed in these tables
Target sequence (O00255 whole entry, looked up): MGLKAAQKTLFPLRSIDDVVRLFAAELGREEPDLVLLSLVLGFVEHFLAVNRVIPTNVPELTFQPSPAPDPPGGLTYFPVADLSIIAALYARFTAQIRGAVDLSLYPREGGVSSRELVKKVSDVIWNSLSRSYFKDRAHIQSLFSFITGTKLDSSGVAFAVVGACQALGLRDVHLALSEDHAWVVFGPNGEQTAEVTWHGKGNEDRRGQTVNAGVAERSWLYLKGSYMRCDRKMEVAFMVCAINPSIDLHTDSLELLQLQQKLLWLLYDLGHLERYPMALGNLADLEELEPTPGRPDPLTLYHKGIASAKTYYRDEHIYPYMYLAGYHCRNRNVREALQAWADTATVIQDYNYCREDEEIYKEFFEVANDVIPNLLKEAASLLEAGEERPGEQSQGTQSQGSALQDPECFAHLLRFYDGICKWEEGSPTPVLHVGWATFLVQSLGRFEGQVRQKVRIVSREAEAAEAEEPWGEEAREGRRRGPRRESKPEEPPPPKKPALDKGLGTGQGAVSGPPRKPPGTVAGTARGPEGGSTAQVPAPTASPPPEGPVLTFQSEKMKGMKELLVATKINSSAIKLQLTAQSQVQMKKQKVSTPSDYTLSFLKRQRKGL
MLL CXXC-DNA inh = inhibitors of human MLL CXXC domain-DNA interaction; MLL-CXXC / FITC-HOXA9 DNA fluorescence polarization; Potency, µM (series often up to 115 µM), for the others: top-dose activity change, negative = inhibition, hits mostly inhibitors; hit rate 0.037% among 290,000; AID 2662; active = well fitted inhibition curve with a large enough effect in the polarisation, with a control signal flat, not every such curve was filed as active; inconclusive = small, poorly fitted or top-dose-only effect, or effect the other way, or a change in a side signal; inactive = no such curve, though single readings can be large or run the other way; the % refers to the polarisation; also: potency is read from the fitted curve at half-maximal effect
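Purified MLL-CXXC (added from a 7 uM solution) was preincubated 5 min at ambient with pinned compounds in 50 mM Tris-HCl pH 7.5, 50 mM NaCl, 1 mM DTT, 0.05% BSA. Fluorescein-labeled HOX-A9 DNA (50 nM solution) followed, 30 min, then polarization read.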
MBNL1 CUG block = blocks human MBNL1 binding to CUG repeat RNA | Q9NR56 | TR-FRET MBNL1-His/biotin-(CUG)12 binding, 665/545 ratio | Potency, µM (doses to about 57.5 µM), for inactives: top-dose activity change, negative = inhibition, usual class: inhibitors | hit rate 0.036% among 280,000 | AID 2675; active = well fitted inhibition curve with a large enough effect in the signal ratio, with a control signal flat, not every such curve was filed as active; inconclusive = small, poorly fitted or top-dose-only effect, or effect the other way, or a change in a side signal; inactive = no such curve, though single readings can be large or run the other way; the % refers to the signal ratio; also: potency is read from the fitted curve at half-maximal effect; % is scaled to controls: 0 for no effect and ±100 for the full control effect
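His-tagged MBNL1 binding to biotinylated (CUG)12 RNA was measured by TR-FRET using terbium anti-His antibody (0.055 ng/ul final) and streptavidin-XL665 (5 nM final). Compounds were titrated 92 nM to 58 uM; 60 min at room temperature.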
TSG101-PTAP inh = blocks PTAP/TSG101 interaction to inhibit HIV-1 budding. AID 493005. 340,000 tested, under 10 active. Fluorescence polarization, FITC-PTAP peptide / Tsg101 binding. Q99816. Potency, µM (top dose mostly 115 µM), for inactives: at the top dose activity change, negative = inhibition, actives largely listed as inhibitors; active = well fitted inhibition curve with a large enough effect in the main read-out, with a control signal flat, not every such curve was filed as active; inconclusive = small, poorly fitted or top-dose-only effect, or effect the other way, or a change in a side signal; inactive = no such curve, though single readings can be large or run the other way; also: potency is read from the fitted curve at half-maximal effect; % of control where 0% means no effect
Target sequence (Q99816 whole entry, looked up): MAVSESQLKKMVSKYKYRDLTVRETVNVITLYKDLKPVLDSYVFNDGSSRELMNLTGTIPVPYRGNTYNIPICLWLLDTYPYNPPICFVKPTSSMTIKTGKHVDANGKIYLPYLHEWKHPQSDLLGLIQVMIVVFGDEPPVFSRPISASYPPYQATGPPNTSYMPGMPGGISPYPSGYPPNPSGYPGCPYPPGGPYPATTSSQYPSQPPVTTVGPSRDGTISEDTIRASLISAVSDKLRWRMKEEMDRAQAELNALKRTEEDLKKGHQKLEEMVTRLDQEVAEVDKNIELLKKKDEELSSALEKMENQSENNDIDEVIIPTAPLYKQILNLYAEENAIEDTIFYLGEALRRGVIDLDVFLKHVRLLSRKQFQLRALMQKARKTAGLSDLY
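FP read-out: FITC-PTAP peptide, 50 nM final, binding Tsg101 binding domain, 10 uM final; 20 min, r.t.; 10 mM HEPES pH 7.5, 0.15 M NaCl, 0.01% Tween 20, 3 mM EDTA, 0.1 mM TCEP.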
TSHR antag = antagonists of human thyroid stimulating hormone receptor; P16473; TSHR-expressing cells, TSH-stimulated cAMP HTRF, 2 h; hits give low values; activity change, negative = inhibition, % at 11.5 µM; hit rate 0.2% among 330,000;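 active = activity change below a set negative limit, meaning inhibition stronger than a set level, cut at about -70% in these data; inconclusive = activity change between two set negative limits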; also: % is scaled to controls: 0 for no effect and ±100 for the full control effect
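TSHR-expressing cells, 200/well, pre-treated with compound, then stimulated with EC80 TSH (4nM final) for 2 hours at 37 deg C. cAMP measured by competitive HTRF: anti-cAMP cryptate antibody in lysis buffer plus cAMP-d2, read after 30 minutes at room temperature.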
TCR act = T cell receptor activation; primary human leukocytes, anti-CD3, IL-2 HTRF, 48 h; Potency, µM (titrated, usually from 9.22 µM), for the others: top-dose activation of IL-2 secretion, usual class: activators; 330,000 tested, under 10 active; also: % of control where 0% means no effect
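48 hr co-incubation of compounds, a-CD3 beads and primary human leukocytes; IL-2 quantified homogeneously by HTRF with anti-IL-2 K and d2 conjugates.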
Mito fusion act = mitochondrial division inhibition or fusion activation; S. cerevisiae fusion-defective mutant growth rescue, CellTiterGlo 48 h; Potency, µM (series often up to 46.1 µM), for inactives: at the top dose growth rescue (activation), actives largely listed as activators; hit rate 0.23% among 320,000; AID 485298;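 also: potency is read from the fitted curve at half-maximal effect; % of control where 0% means no effect; nearly all actives have a fitted effect of over 45% in size; temperature-sensitive fusion mutants such as fzo1-1 at 37 °C on non-fermentable ethanol glycerol medium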
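Growth-rescue viability read-out: after 48 h at the non-permissive 37C in glycerol/ethanol YPEG, yeast mitochondrial fusion mutants are measured by CellTiterGlo luminescence; compounds (23 nl pinned per well) restoring growth score as division inhibitors or fusion activators.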
Integrin act MD = activates integrin-mediated alleviation for muscular dystrophy; alpha7betagal myoblasts, beta-gal FDG fluorescence, 48 h; hit rate 0.064% among 350,000; Potency, µM (top dose mostly 38.3 µM), without a hit: top-dose activation, hits mostly activators;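 also: potency is read from the fitted curve at half-maximal effect; 100% = response of the positive control SU9516; nearly all actives have a fitted effect of over 60% in size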
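alpha7betagal+/- myoblasts (passage 13, 250/well) treated 48 h at 37C with compounds at 1:260 dilution of DMSO stock. Lysed, then beta-galactosidase activity read as FDG fluorescence (ex 480/em 540) after 30 min, with pre-read for autofluorescence.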
S-ASM inh = human S-ASM enzyme inhibition; placental ASM, HMU-PC fluorogenic substrate, 60 min; Potency, µM (series often up to 57.5 µM), without a hit: at the highest dose activity change, negative = inhibition, most hits filed as inhibitors; hit rate 0.006% among 340,000; also: potency is read from the fitted curve at half-maximal effect
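Human placenta-derived ASM preincubated with compound 10 min at room temperature, then reacted with 9 uM (final) fluorogenic HMU-PC substrate for 60 min at 37 C. Stop solution raises pH to 10; fluorescence read at Ex 386/Em 447 nm.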
AT treatment = candidate therapy for ataxia-telangiectasia | […] A-T fibroblasts, KAP-1 phosphorylation AlphaLISA; neocarzinostatin DNA damage 30 min before lysis | Potency, µM (highest dose often 57.5 µM), for the others: top-dose activation, actives largely listed as activators | hit rate 0.19% among 320,000; also: potency is read from the fitted curve at half-maximal effect; % of control where 0% means no effect; nearly all actives have a fitted effect of over 45% in size
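hTERT-immortalized A-T patient fibroblasts ([…]), 500 cells/well in OPTI-MEM, 1% FBS, got compounds for 60 min, then NCS for 30 min at 37C. Lysates were then assayed for phospho-KAP-1 by AlphaLISA (anti-pKAP1 donor, anti-KAP1 acceptor beads), 6 hr at 25C.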
* marks the source's active call; other numbers are inactive results; i = inactive; ? = inconclusive; . = not tested or not shown; [ ] = another dose, or the depositor's remark. Unless noted, calls follow the shape of the dose curve; as a rule, active = well fitted curve in the direction sought with a large enough effect; inconclusive = small, poorly fitted or top-dose-only effect, or another doubt; inactive = no such curve, though single readings can be large; an effect the other way counts as inactive or inconclusive. A portion of the library. The share of hits here may be higher or lower than overall.

No.	molecule	Menin-MLL TR inh	MLL CXXC-DNA inh	MBNL1 CUG block	TSG101-PTAP inh	TSHR antag	TCR act	Mito fusion act	Integrin act MD	S-ASM inh	AT treatment
1	Cc1ccc(N(C(=O)c2csnn2)C(C(=O)NC2CCCCC2)c2ccncc2)cc1 (centres undefined)	.	?	-5%	0%	.	-3%	2%	1%	0%	-10%
2	CCOC(=O)C1=C(O)/C(=C/N(C)C)N=C1C	-9%	-1%	17%	-11%	-6	-3%	-1%	11%	7%	-4%
3	Cc1csc(N/N=C\c2cccnc2)n1	-2%	-2%	?	-8%	1	4%	-2%	5%	2%	-3%
4	Fc1ccc(Oc2ncccn2)c(F)c1	0%	0%	-26%	-2%	-1	0%[46.1 µM]	-3%	-28%	2%	2%
5	O=C(Nc1ccn(CCCN(CCCn2ccc(NC(=O)OCc3ccccc3)nc2=O)CCc2cc3ccccc3[nH]2)c(=O)n1)OCc1ccccc1	.	.	.	-6%	.	6%	.	-7%	?	.
6	O=C(c1ccco1)N(Cc1ccc2c(c1)OCO2)Cc1cc2cc3c(cc2[nH]c1=O)OCO3	.	-3%	-9%	-4%	5	-8%	-1%	-25%	28%	-8%
7	NS(=O)(=O)c1ccc(NC(=O)Nc2ccccc2)cc1	.	-5%	-9%	-2%	2	0%	-5%	-15%	-1%	-11%
8	NCC(=O)NNC(=O)OCC1c2ccccc2-c2ccccc21	8%	34%[activator]	-3%	0%	-3	-4%	2%	7%	6%	13%
9	CCCCNC(C(=O)Nc1ccc(Cl)c([N+](=O)[O-])c1)c1ccccc1 (centres undefined)	5%	0%	26%	-1%	-1	-5%[46.1 µM]	1%	7%	-2%	3%
10	CC1CCCCC12NC(=O)N(CC(=O)N1CCN(S(=O)(=O)c3cccs3)CC1)C2=O (centres undefined)	.	.	.	-4%	1	1%	1%	2%	0%	-6%
11	Cc1ccc(Cl)c(NC(=O)COC(=O)CNS(=O)(=O)/C=C/c2ccccc2)c1Cl	-8%	-5%	-4%	2%	5	-2%[46.1 µM]	5%	0%	.	1%
12	Cc1cc(C)cc(OC2CCCCC2NS(=O)(=O)c2ccccc2)c1 (centres undefined)	5%	-8%	.	2%	6	-4%[46.1 µM]	?	3%	-18%	0%
13	O=C(CCS(=O)(=O)Cc1ccccc1)Nc1ccc2c(c1)OCCO2	2%	0%	-3%	-4%	-3	-3%	0%	-17%	-3%	-1%
14	NC(=O)NC(CC(=O)NCCCc1ccccc1)c1ccc(Cl)cc1 (centres undefined)	.	-4%	.	-7%	-6	-4%	-5%	24%	6%	5%
15	Cc1ccc(C)n1-c1ccc(C(=O)NCC2CCCO2)cc1 (centres undefined)	0%	-9%	-5%	0%	1	-7%	-5%	-27%	-4%	-1%
16	CCOC(=O)c1cn(C2CC2)c2c(F)c(NCCCN(C)C)c(F)cc2c1=O	.	.	.	-4%	.	-2%	.	3%	25%	.
17	CN1CCN(C(=O)Cn2c(C(F)(F)F)nc3ccccc32)CC1	-2%	0%	-1%	4%	12	-2%	-2%	-7%	2%	0%
18	Cn1c(CNC(=O)CCNC(=O)c2ccccc2F)cc(=O)n(C)c1=O	9%	2%	-1%	-1%	3	0%	-1%	14%	0%	-6%
19	O=C1/C(=N\O)Cc2ccccc21	19%	11%	?	5%	-1	.	1%	-6%	2%	-10%
20	Cc1cc(C)c(C2=Nn3c(C)nnc3SC2C)cc1C (centres undefined)	-17%	-5%	2%	-4%	-11	-3%	21%	-43%	0%	-3%
21	CCCc1cc(NCc2ccccn2)n2c(nc3ccccc32)c1C#N	-19%	12%	1%	-1%	-3	-4%	-23%	3%	i	6%
22	CCOC(=O)C1CCN(C(=O)Cc2ccc(-c3ccccc3)cc2)CC1	-3%	-5%	-8%	0%	5	-4%	15%	-9%	-3%	-2%
23	COc1ccc(CCN(C)CCCN2CC(c3ccccc3)CC2=O)cc1OC (centres undefined)	-11%	5%	-17%	-3%	-1	10%	5%	3%	4%	0%
24	CCc1nc(N2CCOCC2)c(C#N)c2c1CCCC2	-25%	0%	10%	1%	-7	2%	24%	-14%	17%	7%
25	Cc1ccc(NCc2nnc(SCC(=O)Nc3cccc(O)c3)n2CC2CCCO2)c(C)c1 (centres undefined)	9%	-18%	4%	-3%	11	-5%	0%	-14%	-3%	.
26	Cc1cccc(-c2noc(CCC(=O)Nc3ccccc3)n2)c1	22%	-1%	-13%	-4%	2	-2%	5%	-13%	-4%	7%
27	O=C(Nc1nc2cc3c(cc2s1)OCCO3)c1cccs1	.	-23%	10%	0%	-18	-7%	18%	1%	-6%	-19%
28	CC1(C)N=C(N)NC(Nc2ccccc2Cl)=N1	1%	11%	-5%	0%	8	2%	-3%	-20%	4%	-7%
29	O=c1cc(C(F)(F)F)[nH]c2ccc(OC(F)(F)F)cc12	.	3%	.	-1%	-42	4%	?	4%	0%	-2%
30	CC(C)(C)OC(=O)N[C@@H](Cc1ccccc1)c1nnc(S(=O)(=O)Cc2cccc(F)c2)o1	-6%	7%	2%	-1%	?	5%	3%	-62%[inhibitor]	-4%	?

Next structures.
No.	molecule	Menin-MLL TR inh	MLL CXXC-DNA inh	MBNL1 CUG block	TSG101-PTAP inh	TSHR antag	TCR act	Mito fusion act	Integrin act MD	S-ASM inh	AT treatment
31	COc1cc(OC)c(C(=O)OCC(=O)NC2CCCCCCC2)cc1OC	.	.	.	0%	-6	1%	.	-20%	1%	4%
32	COn1c(-c2ccc(Cl)cc2)nc2ccc(Cl)cc21	?	?	17%	6%	-3	5%	-7%	26%[7.66 µM]	-3%	4%
33	N/C(=N\OC(=O)CSc1ccccc1)c1cccc([N+](=O)[O-])c1	-1%	5%	.	-15%	-10	1%[46.1 µM]	5%	?	-3%	13%
34	CC(=O)N(Cc1cc2c(C)cc(C)cc2[nH]c1=O)C1CCCCC1	-9%	-10%	-2%	-15%	3	-2%	5%	14%	-1%	1%
35	O=C(COC(=O)c1cccnc1Cl)NCc1ccc2c(c1)OCO2	-4%	0%	-11%	-5%	-2	-3%[46.1 µM]	-2%	14%	11%	2%
36	O=C(NC(=S)N1CCN(Cc2ccccc2)CC1)c1ccco1	0%	-5%	-3%	-2%	9	-2%	-5%	-5%	5%	1%
37	CCOc1ccc(N2C(=O)/C(=C\c3ccc(OC)c(O)c3)S(=O)(=O)C2c2cccc([N+](=O)[O-])c2)cc1 (centres undefined)	22%	6%	14%	-6%	2	-1%	-1%	-7%	0%	-1%
38	CCOC(=O)c1cnn(-c2nc(-c3ccccc3)nc3c2COC(C)(C)C3)c1N	-5%	-11%	-8%	0%	9	-6%	5%	4%	0%	8%
39	Fc1ccc2[nH]c3c(N4CCN(Cc5ccc6c(c5)OCO6)CC4)ncnc3c2c1	0%	27%	-4%	-11%	-49	0%	-5%	-57%[inhibitor]	-7%	-5%
40	Cc1nn(-c2ccccc2)c(C)c1C(=O)OCC(=O)Nc1ccccc1	.	.	.	-11%	-12	1%	-1%	-13%	1%	3%
41	Cc1cc(=O)oc2cc(OCC(=O)NCC3CCCO3)ccc12 (centres undefined)	0%	3%	0%	-4%	19	8%	3%	12%	5%	1%
42	CC(C)NC(=O)c1ccc(CN2CCc3ccccc3C2)cc1	14%	2%	-2%	-3%	2	1%	-4%	0%	-2%	-3%
43	CC(C)OC(=O)c1cc(NC(=O)C2C3CCC(O3)C2C(=O)O)cc(C(=O)OC(C)C)c1 (centres undefined)	1%	-19%	?	-3%	-12	-4%	3%	-10%	3%	12%
44	CC(C)c1cccc(C(C)C)c1NC(=O)CN(C)C1CCS(=O)(=O)C1 (centres undefined)	.	.	.	-3%	11	0%	-8%	?	-1%	6%
45	CC(C)NC(=O)CSc1nc(-c2ccccc2)cs1	6%	5%	-5%	-1%	4	-1%	22%	-2%	1%	0%
46	CC[C@]12C(=O)N(C)C[C@H]([C@@H]3C(=O)N(C)C(=O)[C@@H]31)N2C(=O)c1ccc(F)cc1	.	.	.	-2%	.	-26%	.	2%	1%	.
